Compound activity (PubChem BioAssay)
Hck Nef HTS = blocks Nef-activated human Hck kinase. hit rate 0.68% among 220,000. Recombinant Hck-YEEI plus Nef, Z-Lyte FRET kinase assay. inhibition, % at 20 µM. P08631;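 active = Hck-Nef kinase inhibition above about 50%, limit read from the data; inactive = inhibition below that limit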;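 note: 0% = DMSO with Hck plus Nef and 100% = Hck alone without Nef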
NPY1 pot ag = potentiates or activates human NPY-Y1 receptor. P25929. NPY-Y1 expressing cells, potentiator/agonist activation. activation, % at 3.6 µM. hit rate 0.37% among 220,000; in the data active = activation above about 33%, passing the limit was not always enough;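 note: cells stimulated with NPY at EC10 then isoproterenol at EC100; 0% = low agonist plus stimulus and 100% = saturating agonist plus stimulus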
Runt-CBFb FRET = blocks binding of human RUNX1 Runt domain to CBFb; inhibition, % at 20 µM; Q01196+Q13951; Cerulean-Runt/Venus-CBFb FRET ratio 530/480, 1 h; hit rate 0.46% among 220,000;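 active = inhibition over about 50% at 20 µM in the single-dose screen, limit read from the data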;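 note: 0% = DMSO wells and 100% = excess unlabeled CBFb competitor control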
Target sequence (Q01196 whole entry, looked up, the tested form may be a part): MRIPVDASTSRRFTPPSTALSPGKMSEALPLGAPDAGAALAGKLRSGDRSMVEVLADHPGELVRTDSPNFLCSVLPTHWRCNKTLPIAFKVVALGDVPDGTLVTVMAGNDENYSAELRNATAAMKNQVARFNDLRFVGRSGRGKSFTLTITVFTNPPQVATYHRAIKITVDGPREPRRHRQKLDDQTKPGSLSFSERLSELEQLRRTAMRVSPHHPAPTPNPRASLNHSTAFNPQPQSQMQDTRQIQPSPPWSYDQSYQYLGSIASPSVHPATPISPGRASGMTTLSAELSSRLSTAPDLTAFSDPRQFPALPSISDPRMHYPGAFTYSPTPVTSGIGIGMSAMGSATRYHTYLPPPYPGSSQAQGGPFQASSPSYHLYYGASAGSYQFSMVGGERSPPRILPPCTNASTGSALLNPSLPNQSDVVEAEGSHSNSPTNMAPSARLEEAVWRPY
Target sequence (Q13951 whole entry, looked up, the tested form may be a part): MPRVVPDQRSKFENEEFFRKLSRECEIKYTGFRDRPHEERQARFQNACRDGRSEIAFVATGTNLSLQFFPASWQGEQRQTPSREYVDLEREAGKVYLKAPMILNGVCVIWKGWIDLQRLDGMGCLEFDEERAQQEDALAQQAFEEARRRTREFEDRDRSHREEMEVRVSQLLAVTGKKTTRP
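Assay system: Cerulean-Runt domain fusion protein, energy donor; Signal: fluorescence energy transfer, 422 nm excitation, 530/480 nm emission; Timing: 1 h compound exposure, room temperature; Control set: unlabeled CBFb; Medium: Tris buffer pH 7.5 with salts and BSA; Compound: single test concentration of 20 µM, 1% DMSO final; Probe or stimulus: Venus-CBFb 100 nM.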
NPY Y1 blocker = antagonists of human neuropeptide Y receptor Y1; P25929; HEK293-CNG Y1 cells, membrane potential fluorescence; NPY at EC95, then isoproterenol; inhibition, % at 3.6 µM; hit rate 1% among 200,000; AID 1040;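 active = inhibition above the campaign mean inhibition of all tested compounds plus 3 SD, cut at about 20% in these data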;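 note: 0% = DMSO wells given NPY plus isoproterenol and 100% = isoproterenol alone without NPY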
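Material: HEK293 cells with Y1 receptor plus CNG channel; times: compound incubation 1 h at room temperature, readout 45 min post-stimulation; signal: fluorescence, membrane potential probe; read-out basis: fluorescence ratio normalized to % inhibition between controls; benchmarks: full-block control isoproterenol-only wells, zero-block control NPY plus isoproterenol wells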
Mdm2 ligase inh = blocks human Mdm2 ubiquitin ligase activity; hit rate 0.11% among 210,000; cell-based MDM2 ubiquitination luciferase reporter, 2 h; 0 = plate control, 100 = twice control, blank-subtracted; signal enhancement, % at 5 µM;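 active = signal enhancement of 30% or more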;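 note: luminescence tracks abundance of the self-degrading MDM2-luciferase fusion protein; higher signal means inhibition of MDM2 E3 ligase activity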
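Test system: mammalian cells stably expressing self-ubiquitinating, self-degrading MDM2 E3–luciferase fusion; Amount: 2000 cells in each well; Medium: DMEM; Schedule: 4 h settle plus 2 h compound, 37 °C; Technique: SteadyLite luciferase luminescence after 15 min room-temperature reagent incubation; Benchmarks: plate control and blank wells.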
Runt-SMMHC FRET = blocks binding of human RUNX1 Runt domain to CBFb-SMMHC | Q01196+Q13951 | Cerulean-Runt/Venus-CBFb-SMMHC FRET ratio 530/480, 1 h | inhibition, % at 20 µM | hit rate 0.74% among 220,000;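 active = mean inhibition across duplicate retests at 20 µM reaching about 50%, limit read from the data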;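 note: 0% = DMSO wells and 100% = wells with excess untagged CBFb-SMMHC; inhibitors lower the FRET ratio by blocking Runt binding to CBFb-SMMHC; some results filed as inactive read as strong as hits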
p97 inhibitor = blocks human p97 ATPase activity. P55072. recombinant p97 ATPase, Kinase-Glo ATP luminescence, 3 h. inhibition, % at 8 µM. hit rate 0.42% among 220,000; in the data active = inhibition above about 15%;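 note: 0% = DMSO vehicle and 100% = wells lacking enzyme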
NPY-Y2 PAM-ag = human NPY-Y2 potentiation or agonism, primary screen. P49146. cells expressing NPY-Y2, potentiator/agonist read-out. activation, % at 3.6 µM. hit rate 0.45% among 220,000. AID 1359; in the data active = activation above about 27%;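 note: cells stimulated with NPY near EC25 plus isoproterenol at EC100; 0% = vehicle plus submaximal agonist and 100% = vehicle plus saturating agonist; some results beyond the cut were filed as inactive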
RBBP9 inh = inhibitors of human serine hydrolase RBBP9; AID 1515; inhibition, % at 7.94 µM; hit rate 0.2% among 220,000; recombinant RBBP9, FP-Rh probe fluorescence polarization;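 active = inhibition above the campaign mean of all tested compounds plus 3 SD, cut at about 14% in these data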;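 note: plate controls were DMSO wells with RBBP9 for no effect and wells lacking RBBP9 protein for full effect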
Target sequence (O75884 whole entry, looked up): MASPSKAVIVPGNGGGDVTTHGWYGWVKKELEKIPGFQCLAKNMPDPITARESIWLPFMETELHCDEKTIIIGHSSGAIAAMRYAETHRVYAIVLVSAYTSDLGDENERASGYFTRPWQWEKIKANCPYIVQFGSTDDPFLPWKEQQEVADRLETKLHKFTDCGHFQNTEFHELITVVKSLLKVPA
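System: RBBP9 protein / Buffer or medium: Tris/NaCl buffer pH 8.0 with 0.1% Pluronic / Probe or stimulus: Serine-hydrolase probe FP-Rh, 375 nM pre-mixing / Dosing: 7.94 µM single dose, 0.794% DMSO / Times: enzyme-compound preincubation 30 min, then probe labeling 45 min, 25 °C / Technique: fluorescence polarization (mP), excitation 525 nm, emission 598 nm / Replication: singlicate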
Numbers without * were called inactive; . = no result given.

SMILES	Hck Nef HTS	NPY1 pot ag	Runt-CBFb FRET	NPY Y1 blocker	Mdm2 ligase inh	Runt-SMMHC FRET	p97 inhibitor	NPY-Y2 PAM-ag	RBBP9 inh
COc1ccccc1NC(=O)COc1ccc(C(=O)NC2CCCc3ccccc32)cc1OC (configuration not stated)	15	11	0	2	2	2	-2	-17	0
CC(=O)Nc1ccccc1-c1nc2ccc(C(=O)N3CCN(c4ccccc4)CC3)cc2[nH]c1=O	24	1	2	5	-25	3	4	-19	0
COCCCNC(=O)c1cccc(NC(=O)c2ccccc2)c1	2	-14	0	-1	-2	1	0	-10	-6
CCOc1ccc2ccccc2c1C(=O)N1CCOCC1	-1	-2	-1	-2	-9	5	1	12	6
CSC1=NCCN1C(=O)Cc1ccc(Cl)cc1	1	21	2	-4	-14	-1	5	6	-7
C=CCNc1oc(-c2cccs2)nc1C#N	4	-5	2	5	-24	2	3	4	-3
O=C(NCc1cn2ccsc2n1)c1cccc(C(F)(F)F)c1	1	-10	1	2	-8	0	4	1	-7
CCOC(=O)c1noc(C)c1C(=O)Nc1nc(C)cc(C)n1	14	1	0	-1	-5	-2	0	-8	-8
CC(C(=O)Nc1cccc(S(=O)(=O)N2CCOCC2)c1)N1CCN(c2ccc(F)cc2)CC1 (configuration not stated)	0	9	-1	7	-3	0	1	10	-9
CC(C)(O)C(=O)NN(C(=O)c1ccccc1)c1cccc(Br)c1	0	-8	-2	2	-20	4	1	-21	-10
COc1ccc(Oc2cccc(Cl)c2CNC(=O)CSCC(=O)O)cc1	18	-6	1	.	-6	0	2	-32	0
CCC(CC)c1nnc(NC(=O)C2CC(=O)N(c3ccc4c(c3)OCCO4)C2)s1 (configuration not stated)	1	-5	0	1	-7	0	-3	-14	-10
COc1ccc(/C(C)=N/NC(=O)CCC(=O)Nc2ccc(Cl)cc2Cl)c(OC)c1	0	-7	-3	3	-1	-1	-2	-7	-7
Cc1ccc(Sc2c(CO)c(-c3ccccc3)nn2C)cc1	18	-2	-2	2	-7	-2	4	0	3
Cc1ccc(S(=O)(=O)c2ccc(NN)cc2)cc1	18	12	0	2	-3	2	1	1	-10
CCN1CCN(C(=O)c2ccc(Cn3c(=O)[nH]c4cc(OC)c(OC)cc4c3=O)cc2)CC1	2	23	2	3	-10	2	2	6	-6
CCn1c(C)c(C(C)=O)c(SC)nc1=S	1	-17	-1	-1	-19	-4	3	-7	7
CC(C)NC(=O)c1ccc2c(=O)n(CC3CCCO3)c(=S)[nH]c2c1 (configuration not stated)	20	-4	-1	0	-12	-6	1	-4	7
Cn1ncc(Br)c1C(=O)Nc1ccc(F)cc1F	1	2	-1	-5	-6	1	-1	7	-5
CN(CC(=O)Nc1ccc(F)cc1)C(=O)COc1ccc(C(=O)c2ccccc2)cc1	0	26	1	-7	-13	3	1	3	-11
CCOC(=O)c1cc(Sc2ccccc2N)cc(C(=O)OCC)n1	6	10	-2	.	2	-2	-6	-6	-2
COc1nc(Nc2ccc(OC)c(Cl)c2)nc(OC)n1	8	-1	0	3	-13	-3	0	8	-2
Cc1ccc(NC(=O)C(OC(=O)c2ccc(C=O)cc2)c2ccccc2)cc1Cl (configuration not stated)	4	8	-2	3	-19	-1	7	-3	-23
COc1cccc(OC(=O)c2cc3ccccc3oc2=O)c1	28	13	-1	0	-11	-8	2	14	1
CC(=O)c1c(COC(=O)c2ccncc2)nc2ccccc2[n+]1[O-]	6	7	-2	-4	-10	-4	5	-4	0
CCCCCC(=O)Nc1cc(N(C)C)nc2ccccc12	5	-10	-1	16	-11	-3	2	-12	-8
O=[N+]([O-])c1ccc(Oc2ccc(S(=O)(=O)N3CCCCC3)cc2)cc1	2	7	-2	1	-6	-3	2	4	-3
Cc1ccc(S(=O)(=O)c2c(N)n(NC(=O)c3ccco3)c3nc4ccccc4nc23)cc1	5	1	2	1	-12	11	4	8	-4
Cc1ccc(NC(=S)N(N)CCO)cc1	21	10	0	3	-22	4	4	-3	-6
COc1ccc(NC(=O)CNCCC2=CCCCC2)cc1	-10	-11	-1	3	4	7	-12	-13	-4
COc1ccc(/C=C2/C(=N)N3C(=NC2=O)Sc2cc(S(C)(=O)=O)ccc23)cc1OC	18	11	-9	.	-8	0	7	-2	-4
COC(=O)c1ccc(COc2ccc(/C=N/N3CCN(C)CC3)cc2)cc1	-7	0	-1	1	2	3	5	6	0
CSc1ccccc1NC(=O)c1ccccc1N(Cc1ccccc1)S(C)(=O)=O	1	-10	-1	0	-14	-1	4	-11	-3
CN1C(=O)CC(N2CCC(C(N)=O)CC2)C1=O (configuration not stated)	6	-15	0	2	-12	4	1	-3	-5
O=C1CCCC2=C1C(c1ccc(Cl)cc1)n1c(s/c(=C\c3ccc4ccncc4c3)c1=O)=N2 (configuration not stated)	2	-6	-75	-4	-18	-236	-5	3	-5
CCCNC(=O)c1ccc2c(=O)c(O)c(-c3ccc(OC)cc3)[nH]c2c1	3	.	-146	.	12	-106	.	.	.
COc1cccc(NS(=O)(=O)c2c(C)cc(C)cc2C)c1	0	-15	-1	5	-9	4	1	7	-6
N=c1sccn1CC(=O)Nc1ccccc1Oc1ccccc1	13	-11	0	9	-7	-3	5	-11	2
Cc1ccc(C(=O)NN2C(=O)/C(=C/c3cccn3C)SC2=S)cc1	2	-36	-30	13	30*	-63	7	-8	5
Cc1ccc(C)c(SCC(=O)Nc2cccc(S(=O)(=O)NC3=NCCCCC3)c2)c1	9	-6	-2	-3	-7	4	0	13	2
O=c1[nH]c(N2CCOCC2)nc2ncn(Cc3ccccc3)c12	8	-16	0	5	-18	0	1	-1	5
OCC1(Cc2ccc(Cl)cc2)CCN(CC2CC=CCC2)CC1 (configuration not stated)	-17	-39	1	14	-8	4	-2	-45	-13
Cc1cc(C)n(-c2nc3ccccc3nc2Nc2ccc3c(c2)OCO3)n1	-6	-19	-18	5	-13	-25	0	-1	-3
FC(F)(F)c1ccc2c(c1)[nH]c(=S)n2C1CC1	12	-19	-1	-5	-15	1	-8	-23	-7
Cc1cccc(NC(NC(=O)Cc2ccccc2)C(Cl)(Cl)Cl)c1 (configuration not stated)	1	11	0	5	-11	2	4	-8	-3
CCOc1ccc(CCNC(=O)CCc2nc(-c3ccc(C)cc3)no2)cc1OCC	-2	-6	-3	7	-13	2	-2	7	-4
CNC(=O)c1sc2nc(-c3ccc(OC)cc3)cn2c1C	2	-13	3	4	-7	-1	2	0	0
CCOC(=O)C1=NN(c2ccccc2C)C2=NC(C)=C(C(=O)OC)C(c3cccc(OC)c3)N12 (configuration not stated)	5	-6	-3	10	4	-2	0	-6	-3
CC(OC(=O)c1ccc2c(=O)n3c(nc2c1)CCCCC3)C(=O)Nc1ccc(F)cc1Cl (configuration not stated)	15	10	1	7	-14	-2	2	4	-10
COc1ccc(NC(=S)N2CCC(C(=O)c3ccc(F)cc3)CC2)c(OC)c1	-18	-14	3	-1	-11	-4	0	-6	-2
O=C(NC1CCN(Cc2ccccc2)CC1)c1ccc(Oc2cc(Cl)cc(Cl)c2)o1	-14	3	-2	.	-7	-2	1	-6	-5
COCCn1nnnc1C(c1cccs1)N1CCN(c2cccc(C(F)(F)F)c2)CC1 (configuration not stated)	0	-7	-4	16	-4	-1	-3	-1	-12
N#C/C(=N\Nc1ccccc1[N+](=O)[O-])C(=N)N1CCCCC1	-1	19	-2	-7	-38	-1	2	6	-5
Cc1nc2c(cnn2-c2ccccc2)c(=O)n1/N=C/c1ccccc1	14	-18	1	.	-4	0	0	-15	-13
O=C1c2ccc3c4c(ccc(c24)C(=O)N1Cc1cccnc1)C(=O)N(Cc1cccnc1)C3=O	4	-19	-2	10	-13	2	4	-13	-2
CC(Cc1cccs1)NC(=S)Nc1ccc(F)cc1 (configuration not stated)	1	22	0	-4	-3	-3	2	7	-6
CCC1(CC)C(=O)C(C)(C)C(=O)OC1c1ccccn1 (configuration not stated)	5	-15	2	0	-15	0	-8	2	-6
CCOC(=O)C1=C(C)OC(N)=C(C#N)C1c1c(C)nn(-c2ccc(C)cc2)c1Cl (configuration not stated)	-2	-5	0	9	-23	1	6	-9	-4
